Source: PubChem
NOD2 RIPK2 PPI – NOD2-RIPK2 binding disruptors in cells, primary screen, fluorescence, CHO cells, BLA complementation; inhibition, % at 4.98 µM; CCF4 ratio; hit rate 0.38% among 360,000; AID 624267, 2012; in the data active = inhibition above about 21%;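 note: 0% = vehicle only and 100% = reference blocker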
Target sequence (O43353 whole entry, looked up): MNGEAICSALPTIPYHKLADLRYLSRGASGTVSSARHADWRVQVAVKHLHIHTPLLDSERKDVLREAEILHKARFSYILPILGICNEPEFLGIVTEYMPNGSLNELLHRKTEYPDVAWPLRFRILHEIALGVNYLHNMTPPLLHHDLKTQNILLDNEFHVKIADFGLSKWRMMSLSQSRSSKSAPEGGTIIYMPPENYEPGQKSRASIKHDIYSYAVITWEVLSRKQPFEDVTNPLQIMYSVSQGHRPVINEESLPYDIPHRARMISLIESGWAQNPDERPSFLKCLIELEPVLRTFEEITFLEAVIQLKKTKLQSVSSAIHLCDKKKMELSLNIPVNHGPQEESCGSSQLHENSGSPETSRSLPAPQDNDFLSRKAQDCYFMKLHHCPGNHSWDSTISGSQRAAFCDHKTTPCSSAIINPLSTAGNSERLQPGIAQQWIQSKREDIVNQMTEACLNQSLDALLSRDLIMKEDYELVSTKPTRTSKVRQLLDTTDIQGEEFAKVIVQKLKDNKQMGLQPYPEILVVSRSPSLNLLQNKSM
NR5A2 inv ag – LRH-1 (NR5A2) inverse agonists, primary screen, cell-based, luminescence, HEK293T, StAR-luciferase reporter | LRH-1 transfected, 24 h | inhibition, % at 3.6 µM | hit rate 0.13% among 360,000;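 active = inhibition above the mean inhibition of all tested compounds plus 3 SD, cut at about 73% in these data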;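 note: 0% = DMSO wells and 100% = reporter-only cells lacking LRH-1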
Target sequence (O00482 whole entry, looked up): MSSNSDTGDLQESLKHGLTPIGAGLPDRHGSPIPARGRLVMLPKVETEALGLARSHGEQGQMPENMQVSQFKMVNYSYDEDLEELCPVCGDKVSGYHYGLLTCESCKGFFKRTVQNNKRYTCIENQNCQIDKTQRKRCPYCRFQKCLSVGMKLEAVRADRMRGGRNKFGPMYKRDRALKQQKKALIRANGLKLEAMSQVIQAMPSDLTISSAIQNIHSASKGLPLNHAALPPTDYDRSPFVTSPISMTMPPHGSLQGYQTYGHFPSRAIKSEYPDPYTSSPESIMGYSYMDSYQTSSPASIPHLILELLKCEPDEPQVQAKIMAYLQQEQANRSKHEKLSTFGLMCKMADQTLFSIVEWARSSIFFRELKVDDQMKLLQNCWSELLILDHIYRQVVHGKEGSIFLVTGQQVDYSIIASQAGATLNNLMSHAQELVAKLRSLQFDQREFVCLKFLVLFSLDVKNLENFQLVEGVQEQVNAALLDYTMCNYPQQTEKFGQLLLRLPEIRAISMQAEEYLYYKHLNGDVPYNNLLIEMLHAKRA
LMP1 NFkB inh – EBV LMP1-driven NF-kappaB luciferase reporter inhibitors, primary screen, cell-based, luminescence, single point | inhibition, % at 12.5 µM | AID 504558, 2011 | LMP1-induced NF-kappaB luciferase reporter cells | hit rate 0.69% among 350,000; in the data active = inhibition above about 41%; inconclusive = no clear call, values can overlap the other calls;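 note: 0% = neutral control wells and 100% = reference inhibitor control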
TROY signal inh – inhibitors of TROY-driven NF-kB signaling, primary screen, Q293 LMP1-TROYcd cells, NF-kB luciferase, uHTS; Q293 LMP1-TROYcd NF-kB luciferase reporter, 4 h; inhibition, % at 10 µM; hit rate 0.98% among 360,000;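 active = compounds whose plate-normalised and pattern-corrected inhibition of the luciferase reporter signal at the single screening dose is 50% or more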
TLR9-MyD88 inh – inhibitors of TLR9-MyD88 association in cells, primary screen, cell-based, CHO, BLA complementation, fluorescence; CCF4 FRET ratio; inhibition, % at 4.98 µM; hit rate 0.21% among 340,000; AID 504734, 2011;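 active = inhibition above the mean over all tested compounds plus 3 SD, cut at about 21% in these data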;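 note: 0% = DMSO only wells and 100% = clavulanate BLA inhibitor control wells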
C8 TRAIL sens – viability loss with TRAIL in NB7+C8 cells, primary screen, TRAIL sensitizer project, cell-based, ATPlite luminescence; AID 624354, 2012; inhibition (viability loss, TRAIL sensitization), % at 10 µM; hit rate 1% among 360,000;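 active = compounds causing at least 50% loss of cell viability in the single-dose screen, relative to plate controls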
Vif imaging – HIV Vif self-association inhibitors, primary screen, imaging, HEK293T, single point; HEK293T cells, Vif self-association by quenched fluorescence, 24 h; inhibition, % at 7.49 µM; hit rate 0.35% among 340,000; AID 602346, 2012; in the data active = inhibition above about 50%, passing the limit was not always enough; inconclusive = no clear call, values can overlap the other calls; inactive = below about 31%; note: some results filed as inactive read as strong as hits
SRC3 inh – SRC3 coactivator transcriptional activity inhibitors, primary screen, cell-based, luminescence | hit rate 0.17% among 360,000 | HEK293 GAL4-SRC3 luciferase reporter | AID 588352, 2011 | Nuclear receptor coactivator 3 (Homo sapiens), Q9Y6Q9 | inhibition, % at 3.6 µM;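 active = inhibition above a per-campaign cutoff, the mean of all compounds plus 3 SD, cut at about 60% in these data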;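 note: 0% = DMSO-treated cells and 100% = gossypol-treated cells at 36 µM; higher means less SRC3-driven luciferase light from the GAL4 reporter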
COUP-TFII inh – NR2F2 transcriptional activity inhibitors, primary screen, cell-based, luciferase reporter, HEK293T, luminescence | COUP transcription factor 2 (Homo sapiens), P24468 | HEK293T NGFI-A luciferase reporter | inhibition, % at 8.6 µM | hit rate 0.7% among 370,000;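 active = inhibition above a per-plate cutoff, mean inhibition of test wells between control levels plus 3 SD, cut at about 38% in these data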;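 note: cells cotransfected with COUP-TFII expression vector driving the NGFI-A reporter; 0% = median of COUP-TF2 test wells and 100% = reporter-only cells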
NCOA1 inh – SRC1 coactivator transcriptional activity inhibitors, primary screen, cell-based, luminescence. Nuclear receptor coactivator 1 (Homo sapiens), Q15788. HEK293 GAL4-SRC1 luciferase reporter. inhibition, % at 3.6 µM. hit rate 0.12% among 360,000. AID 588354, 2011;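 active = inhibition above the campaign mean plus 3 SD, with each screening campaign given its own cutoff, cut at about 60% in these data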;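 note: 0% = DMSO treated cells and 100% = gossypol at 36 µM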
SRC2 inh – inhibition of GAL4-SRC2 driven luciferase reporter, primary screen, SRC2 inhibitor project, cell-based, luminescence | HEK293 GAL4-SRC2 luciferase reporter | hit rate 0.17% among 370,000 | inhibition, % at 9 µM | AID 651957, 2012 | Nuclear receptor coactivator 2 (Homo sapiens), Q15596;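 active = inhibition above the mean inhibition of all tested compounds plus 3 SD, set per campaign, cut at about 52% in these data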;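 note: 0% = DMSO treated cells and 100% = cells given Gossypol at 36 µM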
Active calls of the source: *; u = inconclusive; x = no result given; & = joins results of further samples.

no. | SMILES | NOD2 RIPK2 PPI | NR5A2 inv ag | LMP1 NFkB inh | TROY signal inh | TLR9-MyD88 inh | C8 TRAIL sens
1 | NNC(=O)CNC(c1ccccc1)c1cc(Br)ccc1NC(=O)c1ccccc1Br (stereo unspecified) | -6 | -9 | 3 | 4 | 7 | 0
2 | COc1ccc(NC(=O)CN(C)S(=O)(=O)c2ccccc2)cc1OC | -3 | 2 | 0 | 9 | -37 | -3
3 | COc1cc(NC(=O)COC(=O)c2cc(S(=O)(=O)N3CCCCC3)ccc2Cl)c(C)cc1[N+](=O)[O-] | -13 | 14 | 7 | -8 | 2 | -1
4 | CCS(=O)(=O)N1CCN(C(=O)CC(C)C)CC1 | -13 | -10 | -6 | 2 | 4 | 3
5 | COc1ccc(-c2cc3cc(C(=O)O)ccn3c2C(=O)c2ccccc2)cc1 | -8 | 0 | -11 | 3 | 4 | -2
6 | COc1cccc(C(c2nnnn2Cc2ccccc2)N2CCN(C(=O)c3ccco3)CC2)c1OC (stereo unspecified) | 2 | 17 | -3 | -27 | -1 | 5
7 | CNc1cncc(-c2cc(OC)ccc2OC)n1 | -12 | 13 | x | 9 | x | 5
8 | COc1ccc(C2CC(c3ccccc3)Nc3ncnn32)cc1 (stereo unspecified) | -4 | -21 | -13 | -12 | -7 | -13
9 | O=C(NC(=S)N1CCCc2ccccc21)c1ccco1 | -3 | -5 | -9 | 53* | 4 | -2
10 | Cc1cccc(N(C(=O)c2snc(C(N)=O)c2N)C(C(=O)NCC2CCCO2)c2c[nH]c3ccccc23)c1 (stereo unspecified) | 7 | -17 | -1 | -10 | 1 | -1
11 | NC(=O)c1ccc(NC(=O)COC(=O)c2ccc3c(c2)OCO3)cc1 | -4 | -3 | 5 | -1 | 5 | -3
12 | CCn1ccnc1CN(C)Cc1cn(-c2ccc(C)cc2)nc1-c1ccc(F)cc1 | 6 | 1 | 10 | 9 | -3 | 6

no. | Vif imaging | SRC3 inh | COUP-TFII inh | NCOA1 inh | SRC2 inh
1 | -21 | 0 | -4 | -4 | -27
2 | x | 11 | 8 | -18 | -1
3 | 6 | 1 | 15 | 1 | 19
4 | -2 | -7 | -19 | -1 | -58
5 | -10 | 12 | 10 | -23 | -37
6 | 17 | 2 | 10 | -9 | -11
7 | -10 | -12 | -16 | 5 | -7
8 | 8 | 7 | -5 | 2 | -10
9 | -1 | -7 | 18 | -11 | -10
10 | -6 | -33 | 4 | -31 | -8
11 | -1 | 5 | -1 | -7 | 11
12 | -9 | 12 | 5 | -20 | -4

(next part)
no. | SMILES | NOD2 RIPK2 PPI | NR5A2 inv ag | LMP1 NFkB inh | TROY signal inh | TLR9-MyD88 inh | C8 TRAIL sens
13 | CC(C)c1ccc(NC(=O)c2ccc(Br)o2)cc1 | 2 | -139 | -55 | -26 | 11 | 36
14 | COc1cc(C(=O)ONC(=O)c2ccc(OC(F)F)cc2)cc(OC)c1OC | -11 | -1 | 0 | -13 | -10 | 14
15 | CCN(CC)C(=O)Oc1ccc2c(=O)c(-c3ccccc3)coc2c1 | 0 | -54 | -17 | -9 | -1 | 2
16 | Cc1cc(=O)n2nc(N3CCCC3C(=O)NCCCN3CCCCC3)sc2n1 (stereo unspecified) | 9 | -16 | 4 | 1 | 1 | 1
17 | COC(=O)c1ccc(CN2C(=O)C(C)N(C(=O)c3c(F)cccc3F)c3ccccc32)cc1 (stereo unspecified) | 7 | 3 | 1 | 20 | 0 | 10
18 | O=C1CN(C(=O)COC(=O)c2cccc(S(=O)(=O)NCc3ccccc3)c2)c2ccccc2N1 | 1 | 9 | 6 | 13 | -8 | -4
19 | COC(=O)c1ccc(NC(=O)CCN2CCCCC2)cc1 | -12&5 | 6&16 | -2&8 | 11&-4 | -9&2 | -9&-3
20 | Cc1ccccc1CSc1nc2[nH]ncc2c(=O)[nH]1 | -4 | -15 | -3 | -2 | 10 | -4
21 | CN(C)CCNC(=O)c1cccc2ccc(-c3ccc(-c4ccccc4)cc3)nc12 | 3 | 0 | -2 | -66 | 1 | 32
22 | CC(C)[C@H](NC(=O)C1CCN(C(=O)[C@@H]2CCCN2)CC1)C(=O)NCc1ccc(F)cc1 | -9 | 11 | 3 | 0 | 2 | -19
23 | COc1ccc(C(=O)N/N=C/c2ccc(N(C)c3ccccc3)cc2)cc1 | -11 | -16 | x | 36 | x | 19
24 | COC(=O)C1CCN(C(=O)C23CCC(C)(C(=O)O2)C3(C)C)CC1 (stereo unspecified) | 8 | 10 | -18 | 3 | 4 | -9

no. | Vif imaging | SRC3 inh | COUP-TFII inh | NCOA1 inh | SRC2 inh
13 | -3 | -81 | -25 | -132 | -64
14 | 21 | 3 | -9 | 0 | -35
15 | -15 | -86 | -48 | -96 | -54
16 | 28 | 16 | 3 | -13 | 1
17 | x | -4 | 29 | -6 | -14
18 | -15 | 25 | 0 | -4 | -3
19 | 3&-3 | -5&16 | 0&-6 | -16&11 | -16&12
20 | 36 | 2 | -23 | 3 | -39
21 | 17 | -10 | -5 | -17 | -21
22 | -4 | 1 | 11 | -12 | 14
23 | -6 | -7 | -38 | 2 | -10
24 | 9 | 19 | -1 | 6 | -35

(further entries)
no. | SMILES | NOD2 RIPK2 PPI | NR5A2 inv ag | LMP1 NFkB inh | TROY signal inh | TLR9-MyD88 inh | C8 TRAIL sens
25 | Cc1ccc(S(=O)(=O)N2CCC(C(=O)N(C)C3CCS(=O)(=O)C3)CC2)cc1 (stereo unspecified) | -11 | 37 | -3 | -8 | 2 | 20
26 | Cc1c(C(=O)NNc2cc(=O)n(C)c(=O)n2C)cccc1[N+](=O)[O-] | -3 | -25 | 1 | 3 | 3 | 4
27 | COc1ccc(CN(C)CC(=O)Nc2ccc(Cl)cc2C(F)(F)F)c(OC)c1 | 5 | 16 | 4 | 1 | -5 | -4
28 | C/C=C/c1ccc(OCCOc2cccc3cccnc23)c(OC)c1 | -3 | -11 | -3 | -64 | 6 | 20
29 | CCc1ccccc1NC(=O)Cn1c(=O)n(-c2ccc(CC(=O)NCC3CCCO3)cc2)c(=O)c2ccccc21 (stereo unspecified) | -2 | -16 | -3 | -3 | 1 | -3
30 | CN1CC2([N+](=O)[O-])CC=C(Oc3ccccc3)C([N+](=O)[O-])(C1)C2 (stereo unspecified) | -1 | 0 | 5 | 6 | -7 | 15
31 | Cc1cc(C)n(-c2nc3ccccc3nc2N2CCN(S(=O)(=O)c3cccc(C#N)c3)CC2)n1 | -7 | -5 | -1 | 1 | 1 | -11
32 | O=C(Nc1ccc(F)c(Cl)c1)c1cc(C2CCCN(S(=O)(=O)c3cccc4cccnc34)C2)on1 (stereo unspecified) | -5 | 7 | x | 21 | x | 25
33 | CN(Cc1cccs1)C(=O)C1CC(=O)N(Cc2ccccc2)C1 (stereo unspecified) | 2 | -2 | 0 | -11 | -5 | 3
34 | C#CCOCCOCCOCCNc1nc(N2CCN(C(=O)C([C@@H](C)O)n3cc([C@@H](N)CCCCN)nn3)CC2)nc(N2CCN(C(=O)[C@H](CC(N)=O)n3cc([C@@H](N)C(C)C)nn3)CC2)n1 (stereo partly specified) | -14 | 8 | -1 | 4 | -1 | -10
35 | Cc1ccc(S(=O)(=O)N2CCN(C(=O)Cc3ccccc3)CC2)cc1 | -5 | 5 | -2 | 9 | -8 | -5
36 | O=C(c1ccc2c(=O)n(-c3ccccc3)c(=O)[nH]c2c1)N1CCCCC1 | 13 | -1 | -4 | 10 | 7 | 1
37 | CN=C(Nc1ccc(Br)cc1)SC1CC(=O)N(c2ccc(OC)cc2)C1=O (stereo unspecified) | -4 | 7 | 8 | 7 | -3 | 4
38 | CC(C)=C(C)c1cc2nc(NCCCN(C)C)n(C)c(=O)c2s1 | -13 | -15 | x | -2 | x | 24
39 | Nc1ccc(C(=O)N/N=C/c2cn(Cc3cccc(F)c3)c3ccccc23)cc1 | -1 | -19 | -5 | -17 | 1 | 4

no. | Vif imaging | SRC3 inh | COUP-TFII inh | NCOA1 inh | SRC2 inh
25 | x | 9 | 2 | 0 | 13
26 | -2 | 16 | -30 | -5 | 7
27 | 5 | 10 | 15 | -26 | 7
28 | 1 | -4 | 0 | -9 | -9
29 | 1 | -4 | -6 | 3 | -20
30 | 6 | -5 | 12 | -9 | 2
31 | 14 | -4 | -2 | -28 | -2
32 | u | -21 | 28 | 1 | -30
33 | -2 | 5 | -3 | -11 | -11
34 | x | -5 | -28 | -4 | -1
35 | -10 | 8 | -4 | -16 | -14
36 | -1 | 3 | 14 | 17 | 26
37 | 4 | 17 | 14 | 15 | 11
38 | 6 | 1 | 7 | -10 | -24
39 | -5 | 6 | -13 | -17 | -19

Structural class: the entries above containing fluorine (7)
no. | SMILES | NOD2 RIPK2 PPI | NR5A2 inv ag | LMP1 NFkB inh | TROY signal inh | TLR9-MyD88 inh | C8 TRAIL sens
12 | CCn1ccnc1CN(C)Cc1cn(-c2ccc(C)cc2)nc1-c1ccc(F)cc1 | 6 | 1 | 10 | 9 | -3 | 6
14 | COc1cc(C(=O)ONC(=O)c2ccc(OC(F)F)cc2)cc(OC)c1OC | -11 | -1 | 0 | -13 | -10 | 14
17 | COC(=O)c1ccc(CN2C(=O)C(C)N(C(=O)c3c(F)cccc3F)c3ccccc32)cc1 (stereo unspecified) | 7 | 3 | 1 | 20 | 0 | 10
22 | CC(C)[C@H](NC(=O)C1CCN(C(=O)[C@@H]2CCCN2)CC1)C(=O)NCc1ccc(F)cc1 | -9 | 11 | 3 | 0 | 2 | -19
27 | COc1ccc(CN(C)CC(=O)Nc2ccc(Cl)cc2C(F)(F)F)c(OC)c1 | 5 | 16 | 4 | 1 | -5 | -4
32 | O=C(Nc1ccc(F)c(Cl)c1)c1cc(C2CCCN(S(=O)(=O)c3cccc4cccnc34)C2)on1 (stereo unspecified) | -5 | 7 | x | 21 | x | 25
39 | Nc1ccc(C(=O)N/N=C/c2cn(Cc3cccc(F)c3)c3ccccc23)cc1 | -1 | -19 | -5 | -17 | 1 | 4

no. | Vif imaging | SRC3 inh | COUP-TFII inh | NCOA1 inh | SRC2 inh
12 | -9 | 12 | 5 | -20 | -4
14 | 21 | 3 | -9 | 0 | -35
17 | x | -4 | 29 | -6 | -14
22 | -4 | 1 | 11 | -12 | 14
27 | 5 | 10 | 15 | -26 | 7
32 | u | -21 | 28 | 1 | -30
39 | -5 | 6 | -13 | -17 | -19

An excerpt. The share of hits here may be higher or lower than overall.
